Screening data as filed in PubChem.
MC4R antag cAMP: antagonists of human melanocortin 4 receptor (MC4R) | hit rate 0.48% among 360,000 | inhibition, % at 6.5 µM | P32245 | MC4R-expressing cells, MTII-stimulated cAMP, LANCE TR-FRET;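 active = inhibition above its plate's cutoff, the mean of tested wells on that plate plus 3 SD, cut at about 29% in these data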;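 also: 0% = Melanotan II alone and 100% = Melanotan II plus saturating MCL0020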
Target sequence (P32245 whole entry, looked up): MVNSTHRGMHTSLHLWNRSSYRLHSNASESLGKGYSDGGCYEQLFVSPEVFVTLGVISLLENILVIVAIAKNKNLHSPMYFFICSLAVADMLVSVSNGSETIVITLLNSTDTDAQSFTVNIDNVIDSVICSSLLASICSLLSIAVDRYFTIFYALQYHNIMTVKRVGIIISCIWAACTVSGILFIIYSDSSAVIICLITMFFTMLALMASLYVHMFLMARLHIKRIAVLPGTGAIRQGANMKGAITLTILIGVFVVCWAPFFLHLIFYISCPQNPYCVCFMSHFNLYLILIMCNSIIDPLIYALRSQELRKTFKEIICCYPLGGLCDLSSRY
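System – human MC4R-expressing U2OS cells · Also added – Melanotan II · Dosing – one concentration, 6.5 µM nominal · Timing – 30-min compound, 1-h challenge, 1-h detection, room temperature · Measured by – Eu-cAMP/anti-cAMP TR-FRET, emission 671 nm · Replicates – singlicate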
aDG glyco up: alpha-DG glycosylation activation; Pro5-aDG cells, alpha-DG glycosylation AlphaScreen (IIH6); 0% Pro5, 100% B10-LARGE cell signal; activation, % at 10 µM; hit rate 0.22% among 360,000; AID 624168;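 active = activation of at least 8% versus controls, or a plate z-score of at least 8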;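 also: Pro5 are CHO cells carrying HIG-tagged alpha-DG that lacks glycosylation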
MC4R barr agon: agonists of human melanocortin 4 receptor (MC4R) beta-arrestin. P32245. U2OS MC4R beta-arrestin complementation, luminescence; percent of melanotan II response, DMSO zero. activation, % at 8.9 µM. hit rate 0.98% among 360,000. AID 540308;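 active = activation above a per-plate cutoff, the mean activation of sample wells on that plate plus 3 SD, cut at about 8% in these data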
NOD2 RIPK2 PPI: inhibitors of human NOD2-RIPK2 interaction | CHO BLA complementation NOD2-RIPK2, CCF4 ratio | inhibition, % at 4.98 µM | hit rate 0.38% among 360,000 | O43353; in the data active = inhibition above about 21%;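 also: 0% = vehicle only and 100% = reference blocker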
Target sequence (O43353 whole entry, looked up): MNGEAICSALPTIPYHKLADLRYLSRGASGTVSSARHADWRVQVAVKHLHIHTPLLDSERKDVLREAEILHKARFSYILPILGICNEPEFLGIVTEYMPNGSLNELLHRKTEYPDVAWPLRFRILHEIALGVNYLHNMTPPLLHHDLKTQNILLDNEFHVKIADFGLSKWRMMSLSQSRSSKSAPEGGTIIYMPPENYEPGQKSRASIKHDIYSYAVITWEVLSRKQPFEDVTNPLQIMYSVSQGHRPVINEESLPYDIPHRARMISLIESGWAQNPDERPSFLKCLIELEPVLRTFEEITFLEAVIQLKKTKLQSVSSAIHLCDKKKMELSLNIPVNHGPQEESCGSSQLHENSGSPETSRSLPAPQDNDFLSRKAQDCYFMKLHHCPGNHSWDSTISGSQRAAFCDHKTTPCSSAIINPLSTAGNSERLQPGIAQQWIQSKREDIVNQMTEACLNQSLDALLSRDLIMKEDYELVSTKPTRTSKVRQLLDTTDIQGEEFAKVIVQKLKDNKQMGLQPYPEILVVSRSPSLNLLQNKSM
Glyco luc inh: N-linked glycosylation inhibition. D54 ERlucT glycosylation luciferase reporter, 24 h; percent of 100 nM tunicamycin response. reporter increase, % at 12.5 µM. hit rate 0.23% among 360,000;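 active = mean luciferase reporter signal, scaled so untreated is 0 and the glycosylation-blocking control 100, at or above a set limit in every replicate; inconclusive = mean reaches the limit but not every replicate does; inactive = mean below the limit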;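 also: luciferase carries N-glycosylation sites so blocking glycosylation raises the light; 0% = median of neutral control wells and 100% = median of 100 nM tunicamycin wells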
Vif imaging: HIV Vif inhibition | hit rate 0.35% among 340,000 | inhibition, % at 7.49 µM | AID 602346 | HEK293T cells, Vif self-association by quenched fluorescence, imaging, 24 h; in the data active = inhibition above about 50%, passing the limit was not always enough; inconclusive = no clear call, values can overlap the other calls; inactive = below about 31%; also: some results filed as inactive read as strong as hits
TLR9-MyD88 block: TLR9-MyD88 interaction inhibition; hit rate 0.21% among 340,000; CHO BLA complementation TLR9-MyD88, CCF4 FRET ratio; Q9NR96+Q99836; inhibition, % at 4.98 µM;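 active = inhibition above the mean over all tested compounds plus 3 SD, cut at about 21% in these data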;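 also: 0% = DMSO only wells and 100% = clavulanate BLA inhibitor control wells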
ABCB6 inh MLPCN: human ABCB6 transporter inhibition | Q9NP58 | K562-ABCB6 porphyrin accumulation, flow cytometry, 1 h; active compounds read low | fluorescence ratio to DMSO, % at 10 µM | hit rate 0.19% among 360,000 | AID 602162;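 active = fluorescence ratio to DMSO below 75%, the collection mean minus 3 SD; inconclusive = too few cells collected in the well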;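 also: signal is porphyrin accumulated inside mitochondria; 100% equals median channel fluorescence of DMSO control wells; lower ratio means ABCB6 inhibition with less porphyrin fluorescence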
ABHD5 PLIN5 PPI: ABHD5-PLIN5 protein interaction inhibition. hit rate 0.78% among 360,000. Q00G26+Q8WTS1. Split G. princeps luciferase complementation, luminescence, 4 h. inhibition, % at 4 µM;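 active = inhibition above the mean inhibition across every tested compound plus 3 SD, cut at about 22% in these data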;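 also: 0% = DMSO only wells and the 100% control is not disclosed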
Granule exo inh: lytic granule exocytosis inhibition | TALL-104 LAMP-1 surface exposure, flow cytometry; cells stimulated with thapsigargin and PMA | inhibition, % at 10 µM | hit rate 0.66% among 360,000 | AID 651702;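 active = inhibition above about 55%, limit read from the data; inconclusive = no clear call, values can overlap the other calls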
* = called active by the depositor; ? = inconclusive; / = not tested or not shown. A portion of the library. The share of hits here may be higher or lower than overall.

SMILES	MC4R antag cAMP	aDG glyco up	MC4R barr agon	NOD2 RIPK2 PPI	Glyco luc inh	Vif imaging	TLR9-MyD88 block	ABCB6 inh MLPCN	ABHD5 PLIN5 PPI	Granule exo inh
NC(=O)c1nsc(C(=O)N(CC(=O)NC2CCCCC2)c2cccc(F)c2)c1N	3	0.1	-0.3	4	1	16	1	99	4	-7
COc1ccc(NC(=O)CSc2nnnn2-c2cccc(OC)c2)cc1	1	-0.1	-0.8	5	0	?	14	94	-9	5
O=C1N/C(=C/c2cccn2-c2ccccc2)C(=O)N1c1cccc(Cl)c1	-5	-0.2	31*	11	-6	-4	18	99	-1	0
CCC(c1nnc(SCC(=O)NCC2CCCO2)n1Cc1ccccc1)N(C)C (configuration not stated)	1	-0.3	-1.8	6	1	/	4	112	-2	0
NC(N)=N/N=C/c1cccc(Cl)c1Cl	-1	1.2	-0.4	8	-7	12	2	97	12	1
CC(NC(=O)c1ccc(NC2=NC3CS(=O)(=O)CC3S2)cc1)c1ccccc1 (configuration not stated)	8	-0.1	0.8	11	3	-5	-5	102	-4	-9
Cc1cccc(NC(=O)c2ccc(NC(=O)CC3SC(N4CCCC4)=NC3=O)cc2)n1 (configuration not stated)	0	-0.1	-3.7	7	0	-5	5	100	-2	-2
CCn1ccc(C(=O)N2CCOCC2)n1	21	-0.4	1.8	-12	-1	4	-3	100	7	3
Cc1c(OCC(=O)N[C@@H](Cc2c[nH]c3ccccc23)C(=O)O)ccc2c1oc(=O)c1ccccc12	1	0.2	-1.0	10	-2	1	-7	91	0	-4
COC(=O)N(C)C[C@H]1OCc2cnnn2CCCC(=O)N([C@@H](C)CO)C[C@@H]1C	18	0.0	2.7	-14	0	/	3	102	6	2
CCc1nnc(NC(=O)CCc2c[nH]c3ccccc23)s1	4	0.0	-1.0	4	3	0	4	99	2	1
Cc1nc2ccc(NC(=S)NCc3ccccc3)cc2nc1C	9	0.5	-5.1	-8	-2	-10	-1	97	-2	6
CCOC(=O)c1c(-c2ccc(C)cc2)csc1/N=C/N(C)C	8	0.3	2.1	-5	2	9	-3	94	-1	24
COC(=O)Cc1ccc(NC(=S)N2CCC(Cc3ccccc3)CC2)cc1	27	0.0	3.3	2	-2	-2	2	102	-5	-2
CC(Sc1nn(-c2ccccc2)c(=S)s1)C(=O)NCC1CCCO1 (configuration not stated)	11	2.5	3.0	-3	-1	-3	-7	100	1	-2
CCc1cccc(CC)c1NC(=O)COC(=O)Cc1ccsc1	-1	-0.1	0.1	3	2	16	6	108	3	-4
CC(NC(=O)c1ccc(NS(C)(=O)=O)cc1)c1ccccc1 (configuration not stated)	11	0.0	2.1	-17	4	/	3	97	6	-4
Cc1ccc(OCC(=O)NNC(=O)c2cc3ccccc3o2)cc1C	0	0.3	2.8	-7	0	-12	6	98	1	-1
O=C1c2ccccc2-c2nc3ccccc3nc21	-2	1.6	-0.5	1	2	-2	4	90	-10	0
Cc1cc(C(=O)CN2C(=O)NC3(CCCCC3C)C2=O)c(C)n1Cc1cccs1 (configuration not stated)	1	-0.3	-1.1	-11	-3	-1	-6	103	2	7
O=C(Nc1ccccc1F)c1ccccc1-c1ccccc1	10	1.9	-1.6	5	0	0	4	102	-2	5
COc1coc(C(O)CN)cc1=O (configuration not stated)	0	-0.1	-1.9	-7	1	8	-1	104	1	-8
CC(CCl)n1c(=O)c2ccccc2n1S(C)(=O)=O (configuration not stated)	/	0.1	/	-11	/	/	/	107	1	5
Cc1ccc(C2=C(CC(=O)O)C(=O)CC2)cc1	18	-0.1	0.4	-12	1	15	3	101	3	1
CN(NC(=O)Nc1ccccc1)c1cnn(C)c(=O)c1Cl	9	0.0	1.6	-7	3	?	/	96	1	-2
Cc1cccc(NC(=O)CN(C2=NC3CS(=O)(=O)CC3S2)c2ccccc2F)c1 (configuration not stated)	3	-0.2	-0.2	-6	0	2	0	97	-16	19
C=CCn1c(COC)nnc1SCC(=O)c1ccc(F)cc1	-2	-0.1	1.1	-3	0	1	8	100	-5	-1
CCOc1ccc(C(=O)NNC(=O)CN2C(=O)C3CC=CCC3C2=O)cc1OC (configuration not stated)	14	0.1	-3.8	6	1	-3	-8	97	-4	-1
Cc1ccc(-c2n[nH]c(=O)c3ccccc23)cc1S(=O)(=O)N(C)CCO	0	-0.2	-1.7	2	2	-13	2	103	-3	-3
CCCC(=O)Nc1cccc(NC(=O)c2ccccc2Br)c1	21	-0.2	-1.9	-4	0	/	-2	103	-1	0
O=C1CC(c2ccccc2)Cc2nc(NCc3ccco3)ncc21 (configuration not stated)	10	0.1	2.3	4	-1	-8	0	102	3	1
O=C(Nc1ccc(Cl)cc1)Nc1cccc2nsnc12	12	0.8	2.6	21*	-5	-6	21*	93	-2	22
CCCC1(C(=O)OC)NC(c2ccco2)C2C(=O)N(c3ccc(C)cc3)C(=O)C21 (configuration not stated)	-6	-0.2	-3.1	-1	3	22	1	100	-2	0
CCc1ccc(N2CC(C(=O)N/N=C/c3cccc([N+](=O)[O-])c3)CC2=O)cc1 (configuration not stated)	-7	0.1	3.0	-2	8	-2	11	96	4	-4
CCCn1c(SCC(=O)Nc2ccc(F)c(Cl)c2)nc(O)cc1=O	2	-0.1	1.9	-12	1	-11	1	90	8	-3
CCCN1C(=O)C2(OCCO2)c2cc(Cl)ccc21	9	0.0	-1.4	-1	4	1	1	95	2	-9
COc1ccc(-c2nnc(NC(=O)CS(=O)(=O)c3ccc(F)cc3)o2)c(OC)c1	14	-0.3	-0.2	1	1	-9	3	103	-11	-8
O=C(Nc1ccc(Cl)cc1F)c1ccccc1Br	0	0.1	-1.1	-7	-5	-3	2	97	0	-2
CSCCC(NC(=O)c1ccccc1Br)C(=O)N1CCCC(C(F)(F)F)C1 (configuration not stated)	-1	4.1	-3.3	2	-1	-9	9	96	-4	0
CC(OC(=O)CSc1ccc(F)cc1)C(=O)NC1(C#N)CCCCC1 (configuration not stated)	11	-0.1	-3.3	-10	3	-4	-3	103	6	1

2 neighbouring entries out of the list so far, quoted:
SMILES	MC4R antag cAMP	aDG glyco up	MC4R barr agon	NOD2 RIPK2 PPI	Glyco luc inh	Vif imaging	TLR9-MyD88 block	ABCB6 inh MLPCN	ABHD5 PLIN5 PPI	Granule exo inh
NC(=O)c1nsc(C(=O)N(CC(=O)NC2CCCCC2)c2cccc(F)c2)c1N	3	0.1	-0.3	4	1	16	1	99	4	-7
COc1ccc(NC(=O)CSc2nnnn2-c2cccc(OC)c2)cc1	1	-0.1	-0.8	5	0	?	14	94	-9	5

The list goes on.
SMILES	MC4R antag cAMP	aDG glyco up	MC4R barr agon	NOD2 RIPK2 PPI	Glyco luc inh	Vif imaging	TLR9-MyD88 block	ABCB6 inh MLPCN	ABHD5 PLIN5 PPI	Granule exo inh
COc1ccc(CC(=O)OCC(=O)Nc2ccc(OC(F)F)cc2)cc1OC	-1	-0.2	-0.2	6	1	-4	-9	94	-2	-2
OC1CCN(Cc2ccc3ccccc3c2)CC1	1	-0.1	-0.3	4	-1	-3	-1	96	3	6
Cc1ccc2c(c1)cc1c(=O)n(CC(=O)N(C)c3ccccc3)nc(C)n12	-1	0.0	-2.3	-7	2	2	5	95	-1	1
Cc1cc(C(=O)CSc2nnnn2C)c(C)n1C1CC1	9	-0.1	-1.6	9	3	3	7	98	2	1
COc1ccc(C(OC(=O)c2ccco2)C(=O)NC2CCCCC2)cc1OC (configuration not stated)	-1	0.1	-0.2	-10	0	7	5	101	-6	6
CCc1sc(C(=O)Nc2nccs2)cc1C	-2	-0.1	-2.4	-2	-9	-12	-18	102	4	2
Cc1cc(NC(=O)CSc2nc3ccsc3c(=O)n2Cc2ccccn2)n[nH]1	1	-0.3	-0.5	-8	6	-2	-3	93	-10	-2
N#Cc1cc(NCC2CCCO2)c([N+](=O)[O-])cc1C#N (configuration not stated)	-9	0.0	-1.8	-2	4	-7	8	96	-4	2
NC(=O)C1CCN(C(c2ccccc2)c2nnnn2C2CCCC2)CC1 (configuration not stated)	-2	-0.1	2.4	0	1	14	8	100	-1	2
CCc1ccc(NC(=O)CSc2nc3ccccc3c(=O)n2CCN2CCOCC2)cc1	11	0.2	3.4	-1	-2	-6	7	93	-11	-2
Cc1cnc(C(=O)N2CCCC(C(=O)c3ccc(Cl)cc3C)C2)cn1 (configuration not stated)	5	0.0	0.6	-8	0	-3	2	90	-2	5
NC(=O)C1CC(=O)N(c2ccc(OCC(=O)Nc3cccc(C(F)(F)F)c3)cc2)C1 (configuration not stated)	1	-0.1	-0.8	-4	-1	-2	-1	101	-7	3
Cc1cccc(N=Nc2c(O)[nH]c3ccc(F)cc23)c1	13	-0.5	-0.6	7	4	8	12	105	-6	2
COc1ccc(NC(=O)CN(c2cc(C)cc(C)c2)S(=O)(=O)c2c(C)noc2C)cc1	2	-0.2	1.8	6	-1	5	4	104	0	-6
CCOCCCNC(=O)CCCn1nc(C)n2c(cc3sccc32)c1=O	0	1.9	-1.7	-8	-1	-3	9	95	5	8
CC(=O)N1N=C(c2ccc3ccccc3c2)OC1(C)C	3	0.1	-2.0	-2	1	-1	-3	94	-4	-6
COc1ccccc1NC(=O)NNC(=O)c1ccc(-c2ccccc2)cc1	9	0.0	-6.3	3	1	-12	-2	89	-8	0
CCOc1cc(/C=C(\C#N)c2nc(-c3cccs3)c(NC(C)=O)s2)ccc1O	-25	0.0	-0.5	12	9	10	10	126	-3	69*
COc1ccc(C(Nc2ccccn2)c2c(NC(=O)c3ccco3)sc(C)c2C)cc1OC (configuration not stated)	1	-0.4	-2.0	-5	-1	-10	-4	95	2	2
CCn1c(=O)c(C(=O)NCc2cccnc2)c(O)c2ccccc21	7	0.2	1.3	-1	0	-5	-9	101	3	-3
Cc1cc(C)c(C#N)c(Sc2ccc(N)cc2)n1	-3	0.0	-2.1	1	-2	0	3	97	-6	0
COc1ccc(Cn2cc(CN3CC(N4CCN(CCN(C)C)CC4)CS3(=O)=O)nn2)cc1 (configuration not stated)	/	0.0	/	-16	/	/	/	100	6	-6
CN(C)CCN1CCN(C2CN(Cc3cn(Cc4ccc(Cl)cc4)nn3)S(=O)(=O)C2)CC1 (configuration not stated)	/	-0.1	/	-6	/	/	/	96	-6	-13
CCn1c(SCC(=O)NC2CC2)nnc1-c1cccc(OC)c1	3	0.0	-0.5	-11	0	0	-5	?	6	4
Cc1c(Cl)cccc1Nc1nc(N)nc(CSc2nc3ccccc3s2)n1	3	0.3	5.1	13	7	-11	-11	94	16	4
COC(=O)CN1C(C)=Nc2ccc(C)cc2C1c1ccccc1 (configuration not stated)	5	0.4	-0.6	-6	-2	0	6	100	6	5
O=c1cc(-c2ccccc2)c2ccc(O)c(CN3CCCCC3)c2o1	0	-0.1	-2.1	8	-3	2	-22	101	-5	-4
COc1ccc(Nc2nccc3c2ncn3C)cc1	-4	-0.1	-1.0	-15	-14	0	2	98	-1	3
